MCF10A rerep: inducers of DNA re-replication in MCF 10A breast cells. Potency, µM (highest dose often 46.1 µM), for the others: at the highest dose activity, positive = re-replication, usual class: activators. MCF 10A DNA re-replication, Hoechst nuclear intensity, 48 h. AID 624296. 350,000 tested, 2.9% active; also: potency is read from the fitted curve at half-maximal effect; % of control where 0% means no effect; nearly all actives have a fitted effect of over 50% in size
KB-3-1 cytotox: KB-3-1 parental cell cytotoxicity; Potency, µM (series often up to 46.1 µM), for inactives: at the top dose activity change, negative = cytotoxic, usual class: cytotoxic; 400,000 tested, 1.4% active; KB-3-1 viability, CellTiter-Glo ATP luminescence, 72 h; AID 1347075; also: potency is read from the fitted curve at half-maximal effect; % is scaled to controls: 0 for no effect and ±100 for the full control effect; nearly all actives have a fitted effect of over 60% in size
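Cells are dispensed, compounds pinned in, plates held at 37 °C for 72 h, then CellTiter-Glo is added and luminescence read after 10 minutes. Cell line: parental KB-3-1 in phenol-red-free DMEM, 10% FBS.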
HepG2 tox: HepG2 cytotoxicity, counter-screen for TGF-b inhibitors; HepG2 CAGA-GFP viability, ATP luminescence, 18 h; Potency, µM (series often up to 46.1 µM), for inactives: top-dose activity change, negative = cytotoxicity, actives largely listed as cytotoxic; AID 588856; 410,000 tested, 0.76% active; also: potency is read from the fitted curve at half-maximal effect; some results filed as inactive show a strong effect at the top dose
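HepG2 CAGA-GFP cells (1000/well, DMEM with 1% FBS) received compound, then TGF-beta at 500 pg/mL final, and were incubated 18 hours at 37 degrees C. Viability was read by CellTiter-Glo luminescence. Media-only wells were set as complete cell-killing and DMSO as no toxicity.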
ATXN2 expr inh: inhibitors of ATXN2 expression | HEK-293 ATXN2-luciferase reporter, luminescence, 24 h | Potency, µM (titrated, usually from 57 µM), inactives show top-dose activity change, negative = inhibition, usual class: inhibitors | 360,000 tested, 0.72% active | AID 1745845; also: potency is read from the fitted curve at half-maximal effect; % is scaled to controls: 0 for no effect and ±100 for the full control effect; nearly all actives have a fitted effect of over 55% in size
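ATXN2-luciferase reporter cells (luciferase flanked by upstream and downstream ATXN2 gene portions) were treated 24 h at 37 °C with compounds at up to 57 uM. SteadyGlo luminescence gave expression; GF-AFC fluorescence gave viability.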
S2 tox: cell viability loss in ATXN counter-screen. S2 cells (HEK-293 line with an ATXN2-luciferase reporter) viability, CellTiter-Fluor protease fluorescence, 24 h. Potency, µM (doses to about 56.7 µM), usual class: cytotoxic. 400,000 tested, 0.49% active; also: potency is read from the fitted curve at half-maximal effect; nearly all actives have a fitted effect of over 40% in size
HT1080 IDH1KD tx: HT-1080 IDH1 knockdown cell toxicity (counter line) | HT-1080 IDH1 knockdown viability, ATP luminescence, 48 h | Potency, µM (highest dose often 46.1 µM), for the others: at the highest dose activity, negative = toxicity, usual class: cytotoxic | 360,000 tested, 2% active | AID 686971;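 also: potency is read from the fitted curve at half-maximal effect; 0% = DMSO wells and -100% = cell-free medium wells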
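Using the IDH1-knockdown HT-1080 line run in the same batch and compound series as the NT line, viability after 48 h at 37 °C was determined by CellTiter-Glo luminescence and expressed as % activity.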
SW480 rerep: induces DNA re-replication in SW480 colon adenocarcinoma cells; SW480 DNA re-replication, Hoechst DNA content imaging, 48 h; Potency, µM (highest dose often 46.1 µM), for inactives: at the top dose re-replication activation, most hits filed as activators; 340,000 tested, 1.8% active; AID 624297; also: potency is read from the fitted curve at half-maximal effect; % of control where 0% means no effect; nearly all actives have a fitted effect of over 55% in size
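SW480 cells exposed to compounds for 48 hr at 37 C, 5% CO2, then Hoechst-stained 40 min. Nuclear DNA content imaged by fluorescence scanning (405 nm excitation, 500-530 nm emission); re-replication scored as increased high-intensity nuclei.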
IL1B secr inh: blocks inflammasome-driven IL-1 beta release | THP-1 LPS/ATP IL-1B secretion, AlphaLISA, 16 h; hits give low values | activity change, % at 57.5 µM | 360,000 tested, 4.7% active | AID 743279; in the data active = activity change below about -50%; inconclusive = mostly about -30% to -49%; also: % is scaled to controls: 0 for no effect and ±100 for the full control effect
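THP-1 cells pretreated 1 hr with compounds (up to 57.5 uM final), then stimulated with LPS (250 ng/mL final) plus ATP (1.25 mM final); secreted IL-1B measured by AlphaLISA after 16 hr, decreased signal indicating inhibition.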
HT1080-NT tox: kills 2HG-producing HT-1080-NT fibrosarcoma cells. HT-1080-NT fibrosarcoma viability, CellTiter-Glo ATP luminescence, 48 h. Potency, µM (series often up to 46.1 µM), without a hit: at the top dose activity, negative = less viability, usual class: cytotoxic. 360,000 tested, 1.6% active;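 also: NT is the 2HG producing partner of a matched IDH1 knockdown line; potency is read from the fitted curve at half-maximal effect; 0% = DMSO-treated cells and -100% = media-only wells without cells; nearly all actives have a fitted effect of over 55% in size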
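Read-out is CellTiter-Glo luminescence after 10 minutes at room temperature, following 48 hours' compound treatment of HT-1080-NT cells (750 cells/well, RPMI, 5% FBS, 37 degrees C).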
* = called active by the depositor; i = inactive; ? = inconclusive; . = no result given; & = joins results of further samples; ! = not confirmed by another sample; [ ] = another dose, or the depositor's remark. Unless noted, calls follow the shape of the dose curve; as a rule, active = well fitted curve in the direction sought with a large enough effect; inconclusive = small, poorly fitted or top-dose-only effect, or another doubt; inactive = no such curve, though single readings can be large; an effect the other way counts as inactive or inconclusive. Compounds as they come; 8.9% or so of the library scored in one or more.

SMILES | MCF10A rerep | KB-3-1 cytotox | HepG2 tox | ATXN2 expr inh | S2 tox | HT1080 IDH1KD tx | SW480 rerep | IL1B secr inh | HT1080-NT tox
CCOC(=O)c1ccc(-c2c(-c3cc(OC)c(OC)c(OC)c3)noc2C)cc1F | 1.5µM* | 1.6µM*! | 1%&-29% | -13% | ? | 1.8µM* | 2.9µM* | 42 | ?
Cc1ccnc(NC(=O)C2CC(=O)N(Cc3ccccc3)C2)c1 (stereo unspecified) | 6% | ? | -2% | ? | i | 15% | 113% | 2 | 11%
CC(C)CC(=O)N1CCN(Cc2ccc(Cl)cc2)CC1 | ? | -2% | 2% | -16% | i | 15% | -6% | -18 | 7%
COc1ccc(OC)c(NC(=O)Nc2nnc(N3CCCCC3C)s2)c1 (stereo unspecified) | 11% | ? | -22% | 6% | i | ? | -5% | -11 | -26%
CCOc1ccc(N2C(=O)CC(Sc3nc(-c4cccs4)cc(C(F)(F)F)c3C#N)C2=O)cc1 (stereo unspecified) | 16% | -17% | -12% | -6% | i | -3% | -1% | -6 | -4%
CCOc1ccc(CC(=O)NCCc2sc(-c3cccc(F)c3)nc2C)cc1 | . | -22% | -25% | -14% | i | . | . | . | .
CCOC(=O)/C=C/C(=O)OCC(=O)Nc1ccc(OC)c(Cl)c1 | ? | 7% | -4% | . | i | -5% | 3% | ? | -14%
CCC(=O)Nc1nonc1-c1nc2ccccc2n1Cc1ccc(Cl)c(Cl)c1 | 5.2µM* | 2% | -23% | -8% | i | 9% | 0% | 83 | 21%
O=C1CN2C(=Nc3ccc(Br)cc3C2c2ccccc2)CCN1 (stereo unspecified) | 10% | -16% | -35% | -16% | i | 0% | -2%[9.22 µM] | 25 | -5%
CC1(C(=O)NS(=O)(=O)c2ccc(F)cc2F)CCN1C(=O)Cc1ccc(-c2ccccc2)cc1 (stereo unspecified) | . | -8% | -12% | 12% | i | 4% | . | 1 | 6%
Cc1ccc(-c2noc(C(C)NS(=O)(=O)c3ccc(C)cc3)n2)cc1 (stereo unspecified) | . | 0% | -25% | -16% | ? | . | . | . | .
C[C@]12CCC3C(CC[C@H]4CCCC[C@]34C)C1CC[C@@]2(O)CNCCO (stereo partly specified) | -4% | 16% | -23% | -22% | . | -6% | -1% | 2 | ?
COc1cccc(/C=C/C(=O)Nc2cccc(C(C)=O)c2)c1OC | 1% | -1% | -26% | 21% | . | 4% | -10% | -21 | 5%
CCOC(=O)c1c(C)[nH]c(C)c1S(=O)(=O)NCC1CCN(Cc2ccccc2OC)CC1 | 3% | -3% | -17% | 3% | i | -1% | -6% | ? | -5%
CCc1nnc2sc(-c3ccc(NC(=O)c4ccco4)cc3)nn12 | 2% | 20% | -43% | . | . | -9% | -11% | -17 | -8%
COc1ccc2c(c1OC)C(=O)OC2C/C(=N\NC(N)=O)c1ccccc1 (stereo unspecified) | -1% | 28% | -4% | 4% | i | 14% | -1% | 15 | 0%
CSc1nsc(SCC(=O)Nc2ccc(O)c(C(=O)O)c2)n1 | 5% | -3% | 0% | 2% | i | 1% | -4% | -11 | 2%
CCOc1ccc(NS(=O)(=O)N(C)C)cc1 | 3% | 24% | -9% | 8% | i | 1% | 1%[9.22 µM] | -3 | 1%
CC(C)CC(C(=O)Nc1oc(-c2ccccc2)c(-c2ccccc2)c1C#N)N1C(=O)c2ccccc2C1=O (stereo unspecified) | ? | 0% | -24% | -3% | i | -19% | 1%[9.22 µM] | 12 | -12%
CCOC(=O)C1(CCCc2ccccc2)CCN(C(=O)c2ocnc2C)CC1 | 8% | -1% | 0% | -9% | i | -20% | -88%[inhibitor] | -20 | -4%
Cc1ccc(S(=O)(=O)N2C/C=C\CN(S(=O)(=O)c3ccccc3Br)CC2)cc1 | ? | 0% | -4% | -8% | ? | -18% | 7% | 4 | -15%
CCC(C)c1ccccc1NC(=O)CN(CC)CC(=O)Nc1ccc2c(c1)OCCO2 (stereo unspecified) | 18% | 6% | -5% | 2% | ? | 7% | 1% | -16 | 7%
Cc1ccc(C)c(-c2cc(C(=O)Nc3cccnc3)c3ccccc3n2)c1 | 4% | -10% | -17% | -21% | i | -14% | 6% | 0 | -14%
Cc1ccc(NC2=NCC(=O)N2Cc2cccs2)cc1C | ? | -27% | -5% | 10% | i | -19% | -4% | 9 | -2%
CN1CCc2c(sc3c2c(=O)n(-c2cccc(Cl)c2)c2nncn32)C1 | 5% | -1% | -13% | -14% | i | 0% | 0%[9.22 µM] | 7 | -13%
CC(C)n1cc([C@@H]2C[C@H]3CN(Cc4cccc(Cl)c4)C(=O)[C@]34CCCN24)cn1 | -5% | 30% | -12% | -9% | i | 12% | 1% | -11 | -8%
CCC(Sc1nnc2c(n1)[nH]c1ccccc12)C(=O)Nc1nnc(C(C)C)s1 (stereo unspecified) | . | 3% | -20% | 12% | i | . | . | . | .
CCOc1ccc(CCNC(=O)c2ccc3c(c2)N(Cc2ccccc2)C(=O)c2ccccc2S3=O)cc1OCC (stereo unspecified) | . | ? | -9% | 0% | i | . | . | . | .
CCOC(=O)N1CCN(C(=O)CNCc2cccs2)CC1 | -8% | 0% | -4% | 8% | i | 14% | -6% | 6 | 12%
COc1ccc(NS(=O)(=O)c2ccc(N)c(C(=O)O)c2)cc1 | -1% | 19% | -2% | -10% | i | 8% | -3%[9.22 µM] | -2 | 6%
CC1(c2ccc(OC(F)F)cc2)NC(=O)N(CC(=O)Nc2ccc(Cl)cc2F)C1=O (stereo unspecified) | 14% | 4% | -6% | -4% | i | -21% | -8% | -16 | -27%
O=C(Nc1ccc(F)c([N+](=O)[O-])c1)C1CCCO1 (stereo unspecified) | ? | 12% | -11% | 1% | i | -1% | -120%[inhibitor] | 7 | 8%
CNc1nc(N)nc(OC(C(F)(F)F)C(F)(F)F)n1 | -4% | -1% | -11% | -13% | i | -1% | -11% | -8 | -14%
CC(C)c1ccccc1NS(=O)(=O)c1cccs1 | 3% | 7% | -3% | -11% | i | 1% | -1% | 48 | -4%
CC(C)C[C@H](NC(=O)N1CC(=O)Nc2ccccc21)C(=O)N[C@H](C(=O)O)c1ccccc1 | 3% | 0% | 8% | 5% | i | 9% | 6% | -3 | 5%
COCCn1c(SCC(=O)NCc2ccco2)nnc1C(C)C | 3% | -6% | -7% | -3% | i | 1% | -4% | 22 | 10%
O=c1c(Cc2ccc(Cl)cc2)c(O)ccn1Cc1cccc(Cl)c1 | ? | -10% | 14% | 1% | i | -23% | -10% | 33 | -14%
O=C(COc1ccc(=O)n(-c2ccccc2)n1)Nc1ccccc1 | 1% | 11% | 0% | 9% | i | 4% | -5% | 12 | 11%
COc1cc(N=Nc2ccc3ccccc3c2)ccc1O | ? | 16% | -60% | 3% | ? | -5% | -51%[inhibitor] | -10 | -1%
Cc1ccc(NC(=O)Cn2c(=O)n(CC3CCC(C(=O)NC(C)C)CC3)c(=O)c3sccc32)cc1 (stereo unspecified) | . | 2% | -1% | 4% | i | . | . | . | .
O=C(CSc1nnc(NC(=O)c2ccccc2F)s1)NCc1ccco1 | -1% | . | 6% | 2% | i | -1% | -8% | 4 | 10%
CCCc1nc2c(C)cc(C)cc2c(N)c1CC | 15% | -2% | -35% | -22% | ? | ? | 5% | ? | 5%
O=C(Oc1ccc(OC(=O)c2ccco2)c(S(=O)(=O)c2ccc(Br)cc2)c1)c1ccco1 | 6% | 4% | 10% | -5% | i | -4% | -5% | -14 | -15%
COc1ccc(Cl)cc1N(C)C(=O)CCc1nc(-c2ccc(C)cc2)no1 | 10% | 0% | -2% | -9% | i | 1%[9.24 µM] | -5% | -3 | -20%
CNCc1cc2ccc(C)cc2[nH]c1=O | 14% | 11% | 5% | -2% | i | -1% | 0% | 21 | 0%

Retrieved by compound from above:
SMILES | MCF10A rerep | KB-3-1 cytotox | HepG2 tox | ATXN2 expr inh | S2 tox | HT1080 IDH1KD tx | SW480 rerep | IL1B secr inh | HT1080-NT tox
O=c1c(Cc2ccc(Cl)cc2)c(O)ccn1Cc1cccc(Cl)c1 | ? | -10% | 14% | 1% | i | -23% | -10% | 33 | -14%
CNCc1cc2ccc(C)cc2[nH]c1=O | 14% | 11% | 5% | -2% | i | -1% | 0% | 21 | 0%
O=C(Nc1ccc(F)c([N+](=O)[O-])c1)C1CCCO1 (stereo unspecified) | ? | 12% | -11% | 1% | i | -1% | -120%[inhibitor] | 7 | 8%
CCCc1nc2c(C)cc(C)cc2c(N)c1CC | 15% | -2% | -35% | -22% | ? | ? | 5% | ? | 5%

Carrying on:
SMILES | MCF10A rerep | KB-3-1 cytotox | HepG2 tox | ATXN2 expr inh | S2 tox | HT1080 IDH1KD tx | SW480 rerep | IL1B secr inh | HT1080-NT tox
COc1ccc(CN(Cc2ccco2)S(=O)(=O)c2ccc(S(=O)(=O)N3CCCC3)cc2)cc1 | -1% | -7% | -28% | -8% | i | 0% | -2% | -9 | 0%
Cc1ccccc1NC(=O)C1C2CC/C=C\CCC21 (stereo unspecified) | 2% | 8% | -4% | -1% | i | 1% | . | 0 | 3%
COc1ccc(CN2CCCC(N3CCN(c4cccc(Cl)c4)CC3)C2)cc1OC (stereo unspecified) | -1% | -4% | -66% | . | . | -3% | -5% | -11 | -7%
Cc1nnc(NC(=O)c2cccc(S(=O)(=O)N3CCOCC3)c2)s1 | ? | -5% | 1% | 2% | i | 13% | -9% | 18 | 11%
O=c1cc(CN2CCCCC2)c2c(ccc3ccccc32)o1 | . | 0% | -4% | 12% | i | 3% | . | 0 | 1%
CCOc1ccccc1NC(=O)C(=O)CC(=O)c1cccc(OC)c1 | 4% | -18% | 16% | 1% | i | ? | -6% | 18 | ?
CC(NCCc1ccc(S(N)(=O)=O)cc1)C(=O)NCc1ccccc1 (stereo unspecified) | 0% | -18% | -1% | 0% | i | 7% | -2% | 36 | 17%
